TRPC4 block = inhibitors of mouse TRPC4 channel | HEK293 TRPC4beta/mu-opioid, DAMGO-evoked Fluo4 calcium flux; hits give low values | Q9QUQ5 | B-score at 10 µM | 300,000 compounds, 0.39% hits;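 active = B-score over 3 SD under the library average, no early fluorescence shift, positive overall ratio signal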
Target sequence (Q9QUQ5 whole entry, looked up): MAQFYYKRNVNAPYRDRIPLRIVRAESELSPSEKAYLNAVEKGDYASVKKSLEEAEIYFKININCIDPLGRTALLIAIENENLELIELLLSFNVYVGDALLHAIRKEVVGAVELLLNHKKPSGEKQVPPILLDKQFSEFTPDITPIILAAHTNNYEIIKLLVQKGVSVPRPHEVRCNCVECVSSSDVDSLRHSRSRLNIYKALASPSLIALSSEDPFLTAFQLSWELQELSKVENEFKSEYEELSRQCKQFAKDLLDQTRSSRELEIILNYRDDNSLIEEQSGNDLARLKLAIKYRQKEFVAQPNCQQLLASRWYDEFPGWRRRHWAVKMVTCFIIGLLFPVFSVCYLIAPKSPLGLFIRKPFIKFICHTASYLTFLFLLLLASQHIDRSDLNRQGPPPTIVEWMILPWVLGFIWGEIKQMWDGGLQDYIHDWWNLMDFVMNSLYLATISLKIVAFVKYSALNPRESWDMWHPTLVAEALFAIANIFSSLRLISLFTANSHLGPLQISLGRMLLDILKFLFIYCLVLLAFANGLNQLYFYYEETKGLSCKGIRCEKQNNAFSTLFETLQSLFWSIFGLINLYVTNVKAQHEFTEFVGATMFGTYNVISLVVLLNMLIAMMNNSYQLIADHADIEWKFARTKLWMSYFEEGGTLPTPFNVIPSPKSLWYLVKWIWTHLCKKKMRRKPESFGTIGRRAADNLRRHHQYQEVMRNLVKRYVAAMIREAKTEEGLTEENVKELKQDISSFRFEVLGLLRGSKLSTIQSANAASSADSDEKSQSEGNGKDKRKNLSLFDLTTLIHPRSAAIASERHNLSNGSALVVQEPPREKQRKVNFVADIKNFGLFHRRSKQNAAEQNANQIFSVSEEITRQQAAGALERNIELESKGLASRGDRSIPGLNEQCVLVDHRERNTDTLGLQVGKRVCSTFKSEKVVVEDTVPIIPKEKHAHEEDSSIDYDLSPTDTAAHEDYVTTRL
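Test system – stable TRPC4beta/mu-opioid receptor HEK293 cells · Probe or stimulus – DAMGO, a submaximal dose followed by a maximal one · Dosing – one concentration per compound · Signal – Fluo4 calcium fluorescence by kinetic imaging, 5 s 1 Hz baseline · Evaluation – per-well B score of integrated baseline-normalized Fluo4 ratio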
MrgX1 antag = human MrgX1 receptor antagonism, primary screen; MRGX1-HEK293 calcium flux, Fluo-4, BAM8-22 antagonism; hits give low values; B-score at 10 µM; 310,000 compounds, 1.3% hits;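 active = calcium-response B-score plate-corrected more than 3 library SD below zero, starting fluorescence within 5 deviations, no agonist response on first addition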;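 also: peak minus trough fluorescence over baseline after final BAM8-22 challenge near maximal dose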
ANO1 activ = activates or potentiates the mouse TMEM16A chloride channel | AID 623877 | Q8BHY3 | HEK293 TMEM16A/YFP-H148Q/I152L, iodide quench fluorescence; hits give low values | B-score at 10 µM | 340,000 compounds, 0.3% hits;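 active = fluorescence-ratio B-score plate-corrected deviation score at least 3 library SD below zero, with starting fluorescence score within 5 deviations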;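 also: channel opened by trigger with iodide after compound preincubation; score built on the fluorescence ratio of max minus min over baseline; more negative score means more quench and so TMEM16A activation or potentiation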
TRPC4 PAM = allosteric potentiators of mouse TRPC4 channel | Q9QUQ5 | HEK293 TRPC4beta/mu-opioid, DAMGO EC20, Fluo-4 Ca2+ flux; hits give high values | B-score at 10 µM | 310,000 compounds, 0.42% hits | AID 2227;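 active = B-score of calcium response area above 5 SD of library B-scores, with initial fluorescence ratio within 5 SD of library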;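 also: B-score of integrated fluorescence ratio over time as area under calcium response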
TRPC4 agonist = activators of mouse TRPC4 channel. Q9QUQ5. HEK293 TRPC4beta/mu-opioid, Fluo4 calcium fluorescence; hits give high values. B-score at 10 µM. 310,000 compounds, 0.49% hits. AID 2237;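 active = B-score above 5 SD of library B-scores, and initial fluorescence ratio not above library mean plus 5 SD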;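 also: positive B-score marks a calcium rise read as TRPC4 activation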
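Assay system: HEK293 stable line with TRPC4beta plus mu-opioid receptor. Times: dye 45 min RT, read 110 s. Measured by: kinetic Fluo4 calcium fluorescence. Measure: B score of integrated ratio. Controls: assay buffer as low control, maximal DAMGO as high control.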
TRPC6 inhibitor = mouse TRPC6 channel inhibition; HEK293-TRPC6, membrane potential dye, ACh-evoked depolarization; hits give low values; AID 2553; Q61143; B-score at 10 µM; 310,000 compounds, 1.1% hits;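 active = B-score under library mean minus 3 SD, initial fluorescence not abnormally high, positive integrated signal ratio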;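 also: B-score derived from integrated fluorescence ratio over the kinetic read; more negative B-score means stronger inhibition of depolarization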
SKKanGAS inh = inhibitors of SKKanGAS S. pyogenes growth in kanamycin (SK-promoter or general growth effect) | BacTiter-Glo, 6 h | 300,000 compounds, 1.3% hits | inhibition, % at 7.5 µM;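 active = mean replicate score, as percent of positive control median, at least 50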;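 also: strain carries kanamycin resistance gene driven by streptokinase promoter and grows in 40 µg/ml kanamycin; loss of luminescence reflects streptokinase promoter inhibition or plain growth inhibition; 0% = median of DMSO wells and 100% = positive control at its reference dose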
MrgX1 ag = activates human MrgX1 receptor signaling | Q96LB2 | B-score at 10 µM | MrgX1-HEK293 cells, Fluo-4 calcium fluorescence, agonist mode; hits give high values | 310,000 compounds, 0.44% hits;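 active = calcium response B-score plate-corrected fluorescence ratio at least 3 library SD, with starting fluorescence B-score inside 5 SD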
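Test system: Stable human MrgX1 HEK293 cell line | Schedule: Overnight plating before 1 h dye loading | Read-out basis: Baseline-normalised fluorescence change ratio, B-scored | Detection: Kinetic calcium dye fluorescence, Fluo-4 NW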
TRPC6 activator = activators of mouse TRPC6 channel. Q61143. HEK293-TRPC6 membrane potential dye fluorescence; hits give high values. B-score at 10 µM. 310,000 compounds, 0.13% hits. AID 2550;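 active = B-score of the integrated fluorescence ratio above library mean plus 3 SD, and starting fluorescence ratio within library mean plus 5 SD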;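 also: higher score means more depolarization so channel activation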
ANO1 block = mouse TMEM16A channel inhibition, primary screen. HEK293 TMEM16A/YFP iodide influx fluorescence, ionomycin. 310,000 compounds, 1.2% hits. Q8BHY3. normalized B-score (activity score, 25-100; higher = stronger inhibition) at 10 µM. AID 588511;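 active = ratio plate-corrected score three or more library SD toward inhibition, starting fluorescence score within five deviations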;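 also: score derived from kinetic fluorescence span divided by baseline fluorescence per well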
MrgX1 allo act = human MrgX1 positive allosteric modulation, primary screen; 310,000 compounds, 0.63% hits; MrgX1-HEK293, Fluo-4 calcium flux, FDSS; hits give high values; B-score at 10 µM; Q96LB2;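 active = plate-corrected calcium response at least 3 library SD above typical, normal starting fluorescence, not activating the receptor alone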;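 also: compound read alongside a low EC10 to EC30 dose of BAM8-22 agonist; peak minus trough fluorescence over baseline measured at the second addition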
* marks the source's active call; other numbers are inactive results; i = inactive; · = no result given.

SMILES	TRPC4 block	MrgX1 antag	ANO1 activ	TRPC4 PAM	TRPC4 agonist	TRPC6 inhibitor	SKKanGAS inh	MrgX1 ag	TRPC6 activator	ANO1 block	MrgX1 allo act
Cc1c(C(=O)Nc2cccc([N+](=O)[O-])c2)sc2ncn(CC(=O)N3CCOCC3)c(=O)c12	i	i	i	i	i	i	6	i	i	i	i
CCOC(=O)c1sc(NC(=O)CSc2nc3c(cc2C#N)CCCCC3)c(C#N)c1C	i	i	i	i	i	i	16	i	i	i	i
COc1cc2c(cc1NC(=O)c1cncc(Br)c1)oc1ccccc12	·	i	i	·	·	·	·	i	·	i	i
CCN1C(=O)C(CC(=O)Nc2cccc(C(C)=O)c2)S/C1=N\c1ccccn1 (stereo unspecified)	i	i	i	i	i	i	5	i	i	i	i
CSCCC(NC(=O)c1ccc(Cl)cc1)C(=O)OCC(=O)N1CCCC1=O (stereo unspecified)	i	i	i	i	i	i	0	i	i	i	i
O=C(c1ccc2nc(Cc3cccc(Cl)c3)oc2c1)N1CCC(O)CC1	i	i	i	i	i	i	3	i	i	i	i
CCN1CCSc2ccc(C(=O)NCc3cccc(Br)c3)cc21	i	i	i	i	i	i	3	i	i	i	i
CCC(C)N(C(=O)COC(=O)c1nc(Cl)ccc1Cl)C1CCS(=O)(=O)C1 (stereo unspecified)	i	i	i	i	i	i	-1	i	i	i	i
CC(NCc1cccc(OCc2ccccc2)c1)C(O)c1ccccc1 (stereo unspecified)	i	i	i	i	i	i	-8	i	i	i	i
COc1ccccc1-c1c(C)nn2c(N)c(-c3ccccc3)cnc12	i	i	i	i	i	i	5	i	i	i	i
COc1ccc([N+](=O)[O-])cc1/C=N/NC(=O)CNC(=O)c1cccc(F)c1	i	i	i	i	i	i	-6	i	i	i	i
COc1ccc(NC(=O)Nc2nnc(N3CCCCC3C)s2)cc1OC (stereo unspecified)	i	i	i	i	i	i	-7	i	i	i	i

The list goes on, overlapping the part above by 3 compounds.
SMILES	TRPC4 block	MrgX1 antag	ANO1 activ	TRPC4 PAM	TRPC4 agonist	TRPC6 inhibitor	SKKanGAS inh	MrgX1 ag	TRPC6 activator	ANO1 block	MrgX1 allo act
COc1ccccc1-c1c(C)nn2c(N)c(-c3ccccc3)cnc12	i	i	i	i	i	i	5	i	i	i	i
COc1ccc([N+](=O)[O-])cc1/C=N/NC(=O)CNC(=O)c1cccc(F)c1	i	i	i	i	i	i	-6	i	i	i	i
COc1ccc(NC(=O)Nc2nnc(N3CCCCC3C)s2)cc1OC (stereo unspecified)	i	i	i	i	i	i	-7	i	i	i	i
CC12CN3CC(C)(CN(C1)C3c1ccc(F)cc1)C2 (stereo unspecified)	i	i	i	i	i	i	-7	i	i	i	i
CCCCOP(=O)(OCCCC)C(Nc1ccc(C(=O)OCC)cc1)c1ccncc1 (stereo unspecified)	i	i	i	i	i	i	-5	i	i	i	i
CCN1CCCC1Cn1cnc2c([nH]c3cc(OC)ccc32)c1=O (stereo unspecified)	i	i	i	i	i	i	-5	i	i	i	i
O=C(CSc1nnc(-c2cccnc2)o1)Nc1ccc(Cl)cc1	i	i	i	i	i	i	-3	i	i	i	i
COc1ccc(NC(=O)c2cccc(NC(=O)C(C)C)c2)c([N+](=O)[O-])c1	i	i	i	i	i	i	-2	i	i	i	i
COc1ccc(/C=N/n2c(C)nc3ccccc3c2=O)cc1OC	i	i	i	i	i	-6.3*	3	i	i	i	i
O=c1ccnc(Nc2ccc(Cl)cc2)[nH]1	i	i	i	i	i	i	-5	i	i	i	i
Cc1cccc(C)c1NC(=O)CN(C)C(=O)CC1Sc2ccccc2NC1=O (stereo unspecified)	i	i	i	i	i	i	-4	i	i	i	i
COCCNC(=O)C(=O)Nc1cc2c3c(c1)C(C)C(=O)N3CCC2 (stereo unspecified)	i	i	i	i	i	i	7	i	i	i	i
CCC(C)NC(=O)COC(=O)c1cccnc1Nc1ccccc1F (stereo unspecified)	i	i	i	i	i	i	-7	i	i	i	i
O=C(Nc1sc2c(c1C(=O)O)CCCC2)C(=O)N1CCOCC1	i	i	i	i	i	i	14	i	i	i	i
COc1cc(O)oc1C=Nc1ccc(Oc2ccccc2)cc1	i	i	i	i	i	i	2	i	i	i	i
OC1(Cc2cc(-c3ccccc3)no2)CCN(CCCc2ccccc2)CC1	i	i	i	i	i	i	1	i	i	i	i
CC1CCN(S(=O)(=O)c2ccc(C(=O)OC(C)C(=O)NC3CCCCC3C)cc2)CC1 (stereo unspecified)	i	i	i	i	i	i	10	i	i	i	i
COc1cc(/C=C/c2ccc3cccc(OC)c3n2)c(O)c([N+](=O)[O-])c1	i	i	i	i	i	i	2	i	i	i	i
C=CCNc1sc(C(=O)c2ccccc2)c(N)c1C#N	i	i	i	i	i	i	-8	i	i	i	i
O=C(Nc1ccc(CN2CCCCC2)cc1)c1sc2ccccc2c1Cl	i	i	i	i	i	i	7	i	i	i	i
CC(=O)Nc1ccc(S(=O)(=O)c2ccc(N)cc2)cc1N	i	i	i	i	i	i	-2	i	i	i	i
O=C(CCCn1c(=O)c2sccc2n(CC(=O)NCc2ccco2)c1=O)NCc1ccco1	i	i	i	i	i	i	-1	i	i	i	i
O=C(CSc1nc2ccccc2c(=O)n1CC1CCCO1)Nc1ccccc1Cl (stereo unspecified)	i	i	i	i	i	i	14	i	i	i	i
S=C(Nc1ccc2c(c1)OCO2)Nc1ccc2c(c1)OCO2	i	i	i	i	i	i	-6	i	i	i	i
CCCN(CCC)C(=O)C1c2ccccc2Oc2ccccc21	i	i	i	i	i	i	-2	i	i	i	i
COc1ccc(/C(O)=C2/C(=O)C(=O)N(CC3CCCO3)C2c2ccc(OC)c(OC)c2)cc1 (stereo unspecified)	i	i	i	i	i	i	-2	i	i	i	i
COc1ccccc1CC(=O)NCCc1c[nH]c2ccccc12	i	i	i	i	i	i	-2	i	i	i	i
COc1ccc(-c2ccc3oc(-c4ccsc4)c(-c4ccc(OC)cc4)c3c2)cc1	i	i	i	i	i	i	-7	i	i	i	i
CC(C)(C)c1ccc(NC(=O)CSc2n[nH]c(=O)n2-c2cccnc2)cc1	i	i	i	i	i	i	-18	i	i	i	i
Cn1cccc1/C=N/N1CCN(Cc2ccccc2)CC1	i	i	i	i	i	i	0	i	i	i	i
O=C(Cc1c(Cl)cccc1Cl)Nc1ccc(S(=O)(=O)Nc2ncccn2)cc1	i	i	i	i	i	i	11	i	i	i	i
CCc1ccc(NC(=O)C2CCCN2S(=O)(=O)c2ccc3c(c2)n(C)c(=O)c(=O)n3C)cc1 (stereo unspecified)	i	i	i	i	i	i	8	i	i	i	i
CC1(C)CNC(=O)CC(C)(C)N1	i	i	i	i	i	i	-11	i	i	i	i
Cc1cccc(Nc2nc(N)c([N+](=O)[O-])c(NCCO)n2)c1	i	i	i	i	i	i	14	i	i	i	i
COc1ccc(N(CC(=O)NCCSc2ccccn2)S(=O)(=O)c2ccccc2)cc1Cl	i	i	i	i	i	i	-3	i	i	i	i
O=C1CC(C(F)(F)F)=NN1	i	i	i	i	i	i	0	i	i	i	i
CCCCOc1ccc(C(=O)N/N=C/c2ccc(OCCN3CCCCC3)c(OC)c2)cc1	i	i	i	i	i	i	-2	i	i	i	i
Cc1ccc(OCc2cc(C(=O)N(C)Cc3nccn3C)no2)cc1C	i	i	i	i	i	i	5	i	i	i	i
CCSc1nc2c(c(=O)[nH]c(=O)n2C)n1C/C=C(/C)Cl	·	i	i	·	·	·	·	i	·	i	i
Cc1cccc(Cc2ccc(Cl)nn2)c1	i	i	i	i	i	i	1	i	i	i	i
O=C(O)CSc1nnnn1-c1ccc2c(c1)OCCO2	i	i	i	i	i	i	0	i	i	i	i
Cc1ccccc1-n1c(=O)cc(N2CCN(C(=O)c3ccco3)CC2)[nH]c1=O	i	i	i	i	i	i	-2	i	i	i	i
COCCn1c(SCC(=O)Nc2ccc(F)cc2)nc2c(oc3ccccc32)c1=O	i	i	i	i	i	i	0	i	i	i	i
Cc1cccc(OCCn2c(S(=O)(=O)O)nc3ccccc32)c1	i	i	i	i	i	i	6	i	i	i	i
CC(C)c1ccc(COc2ccc(C(=O)N3CCOCC3)cc2)cc1	i	i	i	i	i	i	4	i	i	i	i
Cc1ccc(NC(=O)CCn2c(=O)oc3ccccc32)c(C)c1	i	i	i	i	i	i	-6	i	i	i	i
COc1ccc(CNC(=O)c2c(O)c3cccc4c3n(c2=O)CCC4)cc1OC	i	i	i	i	i	i	3	i	i	i	i
O=C(O)Cn1c(SCc2ccccc2)nc2ccccc21	i	i	i	i	i	i	-8	i	i	i	i
CCNC(=O)CC1C(=O)N(c2ccc(C)cc2)C(=O)N1Cc1ccccn1 (stereo unspecified)	i	i	i	i	i	i	3	i	i	i	i
Cc1cccc(C2N(c3nccs3)C(=O)C3CCCN32)c1 (stereo unspecified)	i	i	i	i	i	i	0	i	i	i	i
O=C(CCCCn1c(=S)[nH]c2ccsc2c1=O)NCc1ccco1	i	i	i	i	i	i	-10	i	i	i	i
Cc1ccccc1NS(=O)(=O)c1nnc(NC(=O)c2ccc(Cl)cc2)s1	i	i	i	i	i	i	14	i	i	i	i
CNC(=O)CN1C(=O)NC(Cc2c[nH]c3ccccc23)C1=O (stereo unspecified)	i	i	i	i	i	i	-3	i	i	i	i
CCOc1c(CNCCNC(=O)c2nonc2N)cccc1OC	i	i	i	i	i	i	-9	i	i	i	i
CCCCCC1(C)NC(=S)N(c2ccccc2)N1 (stereo unspecified)	i	i	i	i	i	i	2	i	i	i	i
O=C(COC(=O)/C=C/c1cccc([N+](=O)[O-])c1)NCC1CCCO1 (stereo unspecified)	i	i	i	i	i	i	-6	i	i	i	i
CCOc1cc(C(=O)Nc2ccc(N3CCN(S(C)(=O)=O)CC3)cc2)cc(OCC)c1OCC	i	i	i	i	i	i	1	i	i	i	i
COc1cc2[nH]c(=S)n(C3CC3)c(=O)c2cc1OC	i	i	i	i	i	i	2	i	i	i	i

Source: PubChem BioAssay
